PRC2 inh: EZH2/PRC2 methyltransferase inhibitors, primary screen, biochemical, DELFIA time-resolved fluorescence, single point. inhibition, % at 12.5 µM. AID 651548, 2012. PRC2 H3K27 methylation, DELFIA TRF, 1 h. 57,000 tested, 0.35% active. Histone-lysine N-methyltransferase EZH2 (Homo sapiens), Q15910;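 active = mean inhibition of replicates at least 50% and every single replicate also reaching 50%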;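 note: dimethyl H3K27 on biotinylated H3 21-44 peptide detected by antibody; plate controls were median neutral control wells for no effect and median positive control wells for full effect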
IDH1 R132H inh: inhibitors of IDH1 R132H reductase, primary screen, biochemical, plate reader, single point. AID 624101, 2012. 70,000 tested, 0.18% active. Isocitrate dehydrogenase [NADP] cytoplasmic (Homo sapiens), O75874. inhibition, % at 10 µM. diaphorase/resazurin fluorescence, 60 min; in the data active = inhibition above about 34%;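 note: 0% = DMSO and 100% = no enzyme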
Target sequence (O75874 whole entry R132H): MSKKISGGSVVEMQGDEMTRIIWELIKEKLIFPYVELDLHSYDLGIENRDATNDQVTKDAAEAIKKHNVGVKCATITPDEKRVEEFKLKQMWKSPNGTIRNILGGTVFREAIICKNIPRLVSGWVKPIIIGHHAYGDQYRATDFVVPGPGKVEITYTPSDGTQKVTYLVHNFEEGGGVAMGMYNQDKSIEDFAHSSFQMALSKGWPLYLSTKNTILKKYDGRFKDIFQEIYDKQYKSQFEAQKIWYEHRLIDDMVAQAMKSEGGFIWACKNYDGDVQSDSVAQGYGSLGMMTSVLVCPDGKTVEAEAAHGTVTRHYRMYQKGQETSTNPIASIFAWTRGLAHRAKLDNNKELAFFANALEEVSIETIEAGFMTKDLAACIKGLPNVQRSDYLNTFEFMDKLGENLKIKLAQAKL
* = called active by the depositor; nt = no result given. These rows are one share of the data; the hit share may differ from the screen's.

#	molecule	PRC2 inh	IDH1 R132H inh
1	Cc1ccc(S(=O)(=O)N[C@@H]2CC[C@H](CCn3cc(C4(O)CCCC4)nn3)O[C@H]2CO)cc1	3.6	0.2
2	Cc1ccc(C2CC(=O)c3cnc(NCCN4CCOCC4)nc3C2)cc1 (stereo unspecified)	3.0	-0.2
3	CO[C@H](CN(C)C(=O)c1cc(Cl)cc(Cl)c1)[C@@H](C)CN(C(=O)Nc1ccc(F)cc1)[C@@H](C)CO	-6.6	-0.2
4	COc1ccc(NC(=O)Nc2cccc3c2O[C@@H](CN(C)C)[C@H](C)CN([C@@H](C)CO)C3=O)cc1	-7.4	-1.6
5	COc1ccc(CN(C)C[C@@H]2Oc3c(NC(=O)c4nc5ccccc5s4)cccc3C(=O)N([C@@H](C)CO)C[C@H]2C)cc1	-16.4	-0.5
6	COc1ccc(CN(C)C[C@@H]2Oc3c(NC(=O)C4CCCCC4)cccc3C(=O)N([C@H](C)CO)C[C@H]2C)cc1	-7.0	nt
7	COc1ccc(S(=O)(=O)Nc2cccc3c2O[C@H](CN(C)Cc2ccc(Oc4ccccc4)cc2)[C@H](C)CN([C@@H](C)CO)C3=O)cc1	nt	-0.1
8	COC(=O)c1ccccc1NC(=O)CNC(=O)c1ccccc1F	-9.1	-0.1
9	CCCC#Cc1cnc2c(c1)C(=O)N([C@H](C)CO)C[C@@H](C)[C@H](CN(C)C)O2	9.8	1.3
10	Cc1ccccc1CN(C)C[C@H]1OCc2cnnn2CCCC(=O)N([C@@H](C)CO)C[C@@H]1C	nt	0.1
11	O=C(C[C@@H]1CC[C@H](NC(=O)c2ccc(F)cc2)[C@@H](CO)O1)NCCc1ccncc1	-6.2	0.1
12	CC(=O)c1c(C)oc2ccc(N(C(=O)c3ccncc3)S(=O)(=O)c3ccc(F)cc3C)cc12	12.5	0.1
13	C[C@H]1CN([C@@H](C)CO)C(=O)c2ccccc2-c2ccccc2CO[C@@H]1CN(C)C(=O)[C@@H]1CCCN1C	-7.6	0.3
14	CC(C)CC#Cc1ccc2c(c1)O[C@H](CN(C)C(=O)NC1CCCC1)[C@H](C)CN([C@H](C)CO)S2(=O)=O	-13.6	-0.2
15	C[C@H](O)C#Cc1ccc2c(c1)O[C@@H](CN(C)Cc1ccccn1)[C@@H](C)CN([C@H](C)CO)S2(=O)=O	-16.0	nt
16	C[C@H]1CN([C@@H](C)CO)C(=O)c2cc(NS(C)(=O)=O)ccc2O[C@@H]1CN(C)Cc1ccc(C(F)(F)F)cc1	-0.1	0.2
17	CCCNC(=O)N(C)C[C@H]1Oc2ncc(C#CC3CC3)cc2C(=O)N([C@H](C)CO)C[C@H]1C	3.1	-3.3
18	C[C@H]1CN([C@@H](C)CO)C(=O)c2cc(NC(=O)Nc3ccccc3)ccc2O[C@H]1CN(C)S(=O)(=O)c1ccc(Cl)cc1	-8.4	0.2
19	COc1ccccc1S(=O)(=O)N(C)C[C@@H]1OCc2ccccc2-c2ccccc2C(=O)N([C@@H](C)CO)C[C@H]1C	4.7	nt
20	O=C(NO)c1ccc(C(=O)N/N=C/c2cc(O)ccc2Br)cc1	-13.0	-0.7
21	Cc1noc(C)c1NC(=O)N(C)C[C@H]1Oc2ccc(NS(=O)(=O)c3cn(C)cn3)cc2CC(=O)N([C@H](C)CO)C[C@H]1C	nt	1.1
22	S=C(NCc1ccccc1)NC(Cc1ccccc1)c1ccccc1 (stereo unspecified)	42.4	1.1
23	COc1cccc(-c2nnc(SCC(=O)Nc3cccc(Cl)c3)n2C)c1	8.2	-0.4
24	O=C(COc1ccc(C2CCCCC2)cc1)Nc1cccc2ncccc12	17.1	0.1
25	COc1ccc(NC(=O)N[C@@H]2CC[C@H](CCn3cc(-c4ccccn4)nn3)O[C@H]2CO)cc1	-1.6	-0.1
26	C[C@H]1CN([C@@H](C)CO)S(=O)(=O)c2ccc(-c3ccccc3)cc2O[C@H]1CN(C)C(=O)c1ccc2c(c1)OCO2	-1.5	0.1
27	C[C@@H]1CN([C@H](C)CO)C(=O)Cc2cc(NC(=O)CCC(F)(F)F)ccc2O[C@H]1CN(C)C(=O)Nc1ccc(F)cc1	-11.5	1.2
28	COc1ccc(-c2nn(CCC(=O)O)c3nc(C)cc(C)c23)c(OC)c1	-24.4	0.5
29	C[C@@H]1CN([C@@H](C)CO)C(=O)c2ccccc2-c2ccccc2CO[C@H]1CN(C)C(=O)[C@H]1CCCN1C	6.3	0.7
30	O=C(C[C@H]1C[C@@H]2c3cc(NC(=O)c4cccnc4)ccc3O[C@@H]2[C@@H](CO)O1)NCc1ccncc1	-7.8	-0.2

Among those listed so far, two have a CF3 group:
#	molecule	PRC2 inh	IDH1 R132H inh
16	C[C@H]1CN([C@@H](C)CO)C(=O)c2cc(NS(C)(=O)=O)ccc2O[C@@H]1CN(C)Cc1ccc(C(F)(F)F)cc1	-0.1	0.2
27	C[C@@H]1CN([C@H](C)CO)C(=O)Cc2cc(NC(=O)CCC(F)(F)F)ccc2O[C@H]1CN(C)C(=O)Nc1ccc(F)cc1	-11.5	1.2

Profiles, looked up by structure:
COc1ccc(S(=O)(=O)Nc2cccc3c2O[C@H](CN(C)Cc2ccc(Oc4ccccc4)cc2)[C@H](C)CN([C@@H](C)CO)C3=O)cc1 across the screens: PRC2 inh = nt; IDH1 R132H inh = -0.1
Cc1ccc(S(=O)(=O)N[C@@H]2CC[C@H](CCn3cc(C4(O)CCCC4)nn3)O[C@H]2CO)cc1 across the screens: PRC2 inh = 3.6; IDH1 R132H inh = 0.2

Other compounds:
#	molecule	PRC2 inh	IDH1 R132H inh
31	O=C(Cc1ccccc1)N[C@@H]1C=C[C@H](CC(=O)N2CCOCC2)O[C@H]1CO	9.6	-0.1
32	COc1ccc(S(=O)(=O)Nc2cccc3c2O[C@@H](CN(C)Cc2ccc(Cl)c(Cl)c2)[C@@H](C)CN([C@@H](C)CO)C3=O)cc1	nt	-0.9
33	Cc1noc(C)c1NC(=O)Nc1ccc2c(c1)C(=O)N([C@@H](C)CO)C[C@H](C)[C@@H](CN(C)C(=O)C1CCCCC1)OCCCC[C@H](C)O2	nt	-0.2
34	C[C@H](CO)N1C[C@H](C)[C@@H](CN(C)C(=O)C2CC2)Oc2ncc(C3=CCCC3)cc2C1=O	0.3	-0.2
35	Cc1cc(C)c(C)c(OCC(=O)Nc2ccccc2C(N)=O)c1	-26.6	0.1
36	CCCNC(=O)N[C@H]1CC[C@@H](CCn2cc(C3CCCCC3)nn2)O[C@@H]1CO	0.4	0.1
37	C[C@H]1CN([C@@H](C)CO)C(=O)c2cc(-c3cncnc3)cnc2O[C@H]1CN(C)C(=O)CN1CCOCC1	1.1	0.1
38	C[C@@H]1CN([C@H](C)CO)C(=O)c2cc(-c3ccc(F)cc3)cnc2O[C@@H]1CN(C)C(=O)Nc1ccccc1F	-13.8	nt
39	Cn1cc(CNC(=O)c2cc(-c3ccc(Br)cc3)nc3ccccc23)cn1	-7.7	-0.1
40	CCC(=O)Nc1ccc2c(c1)OC[C@@H](C)N(Cc1ccccc1C(=O)O)C[C@@H](C)[C@H](OC)CN(C)C2=O	2.9	0.3
41	CCCN(Cc1cc2cccc(C)c2[nH]c1=O)S(C)(=O)=O	3.2	0.1
42	O=C(c1ccccc1Oc1nc([N+](=O)[O-])nn1Cc1ccccc1F)N1CCCC1	-14.8	-0.4
43	C[C@H]1CN([C@@H](C)CO)C(=O)c2cccc(NS(=O)(=O)c3ccc(Cl)cc3)c2O[C@H]1CN(C)Cc1ccc(C(=O)Nc2ccccc2N)cc1	-31.7	0.3
44	Cc1noc(C)c1NC(=O)Nc1ccc2c(c1)C(=O)N([C@@H](C)CO)C[C@@H](C)[C@H](CN(C)C(=O)Nc1c(C)noc1C)O2	nt	1.6
45	COc1ccc(S(=O)(=O)N(C)C[C@H]2Oc3c(NC(=O)Nc4cccc5ccccc45)cccc3C(=O)N([C@H](C)CO)C[C@H]2C)cc1	nt	1.8
46	Cc1noc(C)c1S(=O)(=O)Nc1ccc2c(c1)CC(=O)N([C@H](C)CO)C[C@@H](C)[C@H](CN(C)Cc1ccc(Oc3ccccc3)cc1)O2	nt	0.3
47	C[C@H]1CN([C@@H](C)CO)C(=O)c2cc(C#Cc3ccccc3)cnc2O[C@@H]1CN(C)C(=O)c1ccccc1F	-4.8	nt
48	CO[C@@H]1CN(C)C(=O)c2ccc(NC(=O)Cc3ccccc3)cc2OC[C@@H](C)N(C(C)=O)C[C@H]1C	-1.7	-0.2
49	COc1ccc(OC)c(-n2c(-c3cc(-c4ccco4)[nH]n3)n[nH]c2=S)c1	12.7	8.6
50	Cc1noc(C)c1NC(=O)N(C)C[C@H]1OCc2cn(nn2)CCCC(=O)N([C@@H](C)CO)C[C@@H]1C	3.2	0.6
51	COc1ccc(-c2nn3c(Cn4cnc5ccccc54)nnc3s2)cc1OC	-1.0	1.1
52	CO[C@@H]1CN(C)C(=O)c2cc(NC(=O)Nc3cc(F)ccc3F)ccc2OC[C@H](C)N(C(=O)c2cnccn2)C[C@@H]1C	-9.2	-0.1
53	CC(C)NC(=O)N[C@H]1CC[C@@H](CCn2cc(-c3ccccc3)nn2)O[C@@H]1CO	6.6	0.2
54	COc1ccc(CN2C(=O)C(O)(CC(=O)c3ccc4ccccc4c3)c3ccccc32)cc1OC (stereo unspecified)	-12.3	-0.3
55	C[C@H](CO)N1C[C@H](C)[C@@H](CN(C)Cc2ccc(C(F)(F)F)cc2)Oc2ccc(N(C)C)cc2CC1=O	-2.4	0.7
56	O=C(C[C@H]1C=C[C@@H](NC(=O)C2CC2)[C@@H](CO)O1)NCc1ccncc1	-5.2	0.2
57	COc1ccccc1S(=O)(=O)N(C)C[C@@H]1OCc2cn(nn2)CCCC(=O)N([C@@H](C)CO)C[C@H]1C	-10.1	nt
58	C[C@@H]1CCCCO[C@@H](CN(C)S(=O)(=O)c2cccs2)[C@@H](C)CN([C@H](C)CO)C(=O)c2cc(NC(=O)CCCCCC(=O)Nc3ccccc3N)ccc2O1	2.9	nt
59	CC(=O)N(C)C[C@@H]1Oc2cc(-c3ccc(C)cc3)ccc2S(=O)(=O)N([C@@H](C)CO)C[C@H]1C	nt	-3.8
60	COc1ccc(NC(=O)Nc2cccc3c2O[C@H](CN(C)S(=O)(=O)c2cccs2)[C@@H](C)CN([C@@H](C)CO)C3=O)cc1	nt	-0.7
61	C[C@H](NC(=O)C[C@@H]1C=C[C@@H](NC(=O)c2cccnc2)[C@@H](CO)O1)c1ccccc1	2.7	0.1
62	COc1ccc(NC(=O)Cn2cnc3sc(C)c(C)c3c2=O)cc1	-7.6	0.1
63	CC(C)(CO)NCC(O)COc1ccccc1Cl (stereo unspecified)	nt	3.9
64	Cc1noc(C)c1S(=O)(=O)Nc1ccc2c(c1)C(=O)N([C@H](C)CO)C[C@@H](C)[C@@H](CN(C)Cc1ccc(-c3ccccc3)cc1)O2	nt	0.3
65	C[C@@H]1CN([C@H](C)CO)C(=O)c2cc(NC(=O)Cc3cn(C)c4ccccc34)ccc2O[C@H]1CN(C)Cc1ccc(C(=O)Nc2ccccc2N)cc1	-20.0	-0.7
66	C[C@@H]1CN([C@H](C)CO)C(=O)c2cc(NC(=O)NC3CCCCC3)ccc2O[C@@H]1CN(C)Cc1ccc2c(c1)OCO2	9.4	2.9
67	C[C@@H]1CN([C@H](C)CO)C(=O)Cc2cc(NS(=O)(=O)c3cn(C)cn3)ccc2O[C@H]1CN(C)C(=O)NC1CCCCC1	nt	0.4
68	COc1ccc(NC(=O)N[C@H]2C=C[C@@H](CC(=O)NC3CCC3)O[C@H]2CO)cc1	1.7	0.0
69	COc1ccc(NC(=O)Nc2ccc3c(c2)CC(=O)N([C@@H](C)CO)C[C@@H](C)[C@H](CN(C)S(=O)(=O)c2ccccc2)O3)cc1	nt	-0.7
70	COC(=O)C(CC#Cc1ccc2c(c1)[C@]1(C(=O)N2)[C@H](C(=O)N2CCN(c3ncccn3)CC2)[C@H]2C(=O)O[C@H](c3ccccc3)[C@H](c3ccccc3)N2[C@@H]1c1ccc(O)cc1)C(=O)OC	-19.7	0.1
71	C[C@H]1CN([C@@H](C)CO)S(=O)(=O)c2ccc(-c3ccccc3)cc2O[C@H]1CN(C)Cc1ccncc1	0.0	nt
72	CC(C)NC(=O)Nc1ccc2c(c1)C(=O)N([C@H](C)CO)C[C@@H](C)[C@H](CN(C)C(=O)NC(C)C)O2	18.5	0.1
73	C[C@@H]1CN([C@@H](C)CO)C(=O)CCCn2cc(nn2)CO[C@@H]1CN(C)Cc1ccc(Oc2ccccc2)cc1	8.6	nt
74	C[C@H](CO)N1C[C@H](C)[C@H](CN(C)Cc2ccc(O)cc2)OCc2cnnn2CCCC1=O	5.0	-3.7
75	COc1ccc(NC(=O)C(C)N(c2cc(C)cc(C)c2)S(C)(=O)=O)c(OC)c1 (stereo unspecified)	6.9	-0.5
76	COc1cccc(S(=O)(=O)N[C@H]2CC[C@@H](CC(=O)NCc3ccc(F)cc3)O[C@H]2CO)c1	1.1	0.1

Among those listed so far, these contain bromine.
#	molecule	PRC2 inh	IDH1 R132H inh
20	O=C(NO)c1ccc(C(=O)N/N=C/c2cc(O)ccc2Br)cc1	-13.0	-0.7
39	Cn1cc(CNC(=O)c2cc(-c3ccc(Br)cc3)nc3ccccc23)cn1	-7.7	-0.1
